Tb PYK inh = qHTS of Trypanosoma Brucei Inhibitors; pyruvate kinase (Trypanosoma brucei), Q57TT1; TbPYK enzyme, Kinase-Glo Plus ATP luminescence, 45 min; Potency, µM (top dose mostly 76.8 µM), for inactives: at the highest dose activity, negative = inhibition, most hits filed as inhibitors; 410,000 compounds, 0.12% hits; further: potency means the concentration at half of the fitted maximal effect; on the % scale 0 is the no-effect control and ±100 the full control effect; nearly all actives have a fitted effect of over 50% in size
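Screened from lowest to highest concentration, compounds were pinned into TbPYK/substrate mixtures, and ADP (130 uM final) was added. Plates sat at room temperature for 45 min prior to Kinase-Glo Plus detection by luminescence.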
Cycloheximide cs = Cycloheximide Counterscreen for Small Molecule Inhibitors of Shiga Toxin; cell reporter, cycloheximide protein synthesis inhibition counterscreen; max response, %; 300,000 compounds, 12% hits; in the data active means max response mostly above about 13%, no sharp cut-off; inactive means mostly below about 14%; further: read at 38.3 µM for the half of the compounds with a filed dose; 0% is about no effect
Pf growth 96h = Primary qHTS for delayed death inhibitors of the malarial parasite plastid, 96 hour incubation | P. falciparum luciferase reporter growth, 96 h | Potency, µM (top dose mostly 28.7 µM), for inactives: at the top dose activity change, negative = inhibition, most hits filed as inhibitors | 320,000 compounds, 6.9% hits | AID 504834, 2011; further: potency means the concentration at half of the fitted maximal effect; on the % scale 0 is the no-effect control and ±100 the full control effect
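P. falciparum expressing integrated firefly luciferase grown in erythrocytes (2% hematocrit, 0.05% parasitemia final) with compounds for 96 hours at 37 C, 5% CO2. Growth inhibition read as loss of luminescence after adding luciferase detection reagent.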
LmPK inh = qHTS Assay for Inhibitors of Leishmania Mexicana Pyruvate Kinase (LmPK) | 290,000 compounds, 0.37% hits | purified LmPK, Kinase-Glo ATP luminescence, 1 h | Potency, µM (titrated, usually from 57.5 µM), without a hit: at the highest dose activity change, negative = inhibition, hits mostly inhibitors | Q27686; further: potency means the concentration at half of the fitted maximal effect; on the % scale 0 is the no-effect control and ±100 the full control effect
Target sequence (Q27686 whole entry, looked up): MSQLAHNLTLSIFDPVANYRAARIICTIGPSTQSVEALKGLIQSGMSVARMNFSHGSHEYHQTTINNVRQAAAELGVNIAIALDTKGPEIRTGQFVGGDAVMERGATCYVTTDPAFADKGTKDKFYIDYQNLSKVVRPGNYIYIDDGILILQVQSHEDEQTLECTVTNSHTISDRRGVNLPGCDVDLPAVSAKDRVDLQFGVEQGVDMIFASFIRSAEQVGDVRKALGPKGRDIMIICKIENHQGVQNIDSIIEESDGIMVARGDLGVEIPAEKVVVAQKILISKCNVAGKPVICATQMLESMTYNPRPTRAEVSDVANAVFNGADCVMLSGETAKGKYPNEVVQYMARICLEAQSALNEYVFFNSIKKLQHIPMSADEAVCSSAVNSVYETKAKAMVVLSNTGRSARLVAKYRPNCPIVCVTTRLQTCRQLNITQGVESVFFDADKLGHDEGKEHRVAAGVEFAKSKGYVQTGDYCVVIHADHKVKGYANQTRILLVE
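Purified LmPK (0.1 nM) converted ADP (0.1 mM) to ATP with PEP (0.5 mM) in imidazole buffer pH 7.2 with KCl and MgCl2, 1 h at room temperature. ATP was read by Kinase-Glo luminescence; data normalized to uninhibited and no-enzyme controls.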
Shiga inhibitor = A qHTS for Small Molecule Inhibitors of Shiga Toxin. Vero cells, Shiga toxin protein synthesis inhibition reporter. inhibition, % at 38.7 µM. 290,000 compounds, 9.2% hits; in the data active means inhibition mostly above about 28%, no sharp cut-off; inactive means mostly below about 43%; further: 0% is about no effect
Pf growth 48h = Primary qHTS for delayed death inhibitors of the malarial parasite plastid, 48 hour incubation | P. falciparum luciferase growth in erythrocytes, 48 h | Potency, µM (top dose mostly 28.7 µM), for inactives: top-dose activity change, negative = inhibition, most hits filed as inhibitors | 310,000 compounds, 5.9% hits; further: potency means the concentration at half of the fitted maximal effect; on the % scale 0 is the no-effect control and ±100 the full control effect
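Here the parasites carry a stable luciferase gene and grow inside erythrocytes in Albumax-based RPMI medium with compound for one erythrocytic cycle. Activity is scored as loss of luminescent signal.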
AmpC no deterg = qHTS Inhibitors of AmpC Beta-Lactamase (assay without detergent). P00811. AmpC nitrocefin hydrolysis, absorbance 480 nm, 0.0001% Triton. Potency, µM (doses to about 57.1 µM), for inactives: at the highest dose activity change, negative = inhibition, usual class: inhibitors. 330,000 compounds, 0.52% hits. AID 485341, 2010;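 further: potency means the concentration at half of the fitted maximal effect; plate controls were no compound for no effect and no enzyme for full effect; nearly all actives have a fitted effect of over 20% in size; some results filed as inactive show a strong effect at the top dose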
Target sequence (P00811 whole entry, looked up): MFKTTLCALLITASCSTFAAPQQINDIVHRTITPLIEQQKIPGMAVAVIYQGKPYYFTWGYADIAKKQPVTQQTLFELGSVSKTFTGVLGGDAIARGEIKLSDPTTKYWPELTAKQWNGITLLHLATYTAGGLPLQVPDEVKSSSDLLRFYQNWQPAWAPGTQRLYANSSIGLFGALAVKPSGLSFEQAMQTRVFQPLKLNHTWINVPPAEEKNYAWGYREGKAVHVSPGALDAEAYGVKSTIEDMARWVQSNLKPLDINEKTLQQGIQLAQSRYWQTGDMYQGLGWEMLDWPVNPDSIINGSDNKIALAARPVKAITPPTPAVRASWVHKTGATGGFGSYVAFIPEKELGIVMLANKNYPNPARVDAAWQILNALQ
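AmpC (5.3 nM in the dispensed reagent) in 20 mM phosphate pH 7.0 with 0.01% (detergent screen) or 0.0001% Triton X-100 was preincubated with compounds for 15 min at room temperature. Nitrocefin was then added from an 800 uM solution, and hydrolysis was followed at 480 nm.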
Numbers without * were called inactive; ? = inconclusive; · = no result given; [ ] = remark or other dose. Unless noted, the call rests on the fitted dose curve; in most records, active means well fitted curve in the direction sought with a large enough effect; inconclusive means small, poorly fitted or top-dose-only effect, or another doubt; inactive means no such curve, though single readings can be large; an effect the other way counts as inactive or inconclusive. The order is random; about 22% have a hit in one of these screens.

SMILES | Tb PYK inh | Cycloheximide cs | Pf growth 96h | LmPK inh | Shiga inhibitor | Pf growth 48h | AmpC no deterg
CC1CC(C)CN(C(=O)COC(=O)C2CCN(S(=O)(=O)c3ccc4c(c3)OCCO4)CC2)C1 (stereo not given) | -7% | · | ? | · | · | 6% | 100%[activator]
CCCNc1nc2c(c(=O)n(C)c(=O)n2C)n1CCCc1ccccc1 | -2% | -1 | 1.5µM* | -3% | 6 | ? | -4%
COc1ccccc1NC(=O)C1=C(C)NC2=C(C(=O)CCC2)C1c1ccc(C)o1 (stereo not given) | -3% | 2 | 17% | 3% | -2 | ? | -20%
CC(=O)NCCNC(=O)c1ccc(NC2=NC3CS(=O)(=O)CC3S2)cc1 (stereo not given) | 5% | -1 | 12% | -1% | -29 | 0% | -8%
O=C(C[n+]1cccc(CNC(=O)c2ccc(OC(F)F)cc2)c1)Nc1ccc(SC(F)F)cc1 | -1% | 2 | 0.17µM* | 1% | 9 | 1.7µM* | 44%
c1cc(-c2noc(CC3CCCCC3)n2)ccn1 | -2% | 15 | 365%[activator] | 5% | 122* | ? | -8%
CC(C)c1ccccc1NC(=O)c1ccc2ncsc2c1 | 1% | 30* | 68%[activator] | 5% | 39* | 57%[activator] | -12%
CC1=C(C(=O)Nc2ccc([N+](=O)[O-])cc2)C(c2cccc(C(F)(F)F)c2)NC(=S)N1c1ccccc1 (stereo not given) | 5% | 1 | · | 2% | -14 | 13µM* | -45%
COCCCNC(=O)c1cccc(OC)c1OC | 0% | 3 | · | 2% | 8 | 23% | -19%
COc1ccc(-c2cn3c(C)c(C(=O)NCCN4CCOCC4)sc3n2)cc1 | 6% | 6 | ? | -3% | 9 | ? | 136%[activator]
Cn1nc(-c2ccccc2)c(C(=O)Nc2ccc(C(F)(F)F)cc2)c1Cl | 0% | -2 | 30%[activator] | -1% | -8 | 5% | -4%
O=C(OCC(=O)N1CCN(c2ccccc2)CC1)c1ccccc1[N+](=O)[O-] | 1% | · | 20% | · | · | 7% | -9%
CCCCCn1c(=O)[nH]c2cc(C(=O)N3CCN(C(=O)OCC)CC3)ccc2c1=O | 7% | -3 | 8% | 3% | 21 | -2% | 35%
Cc1cc(C)n(-c2c(F)c(F)c(COC(=O)c3ccccc3)c(F)c2F)n1 | -8% | 10 | 38% | 5% | 8 | · | 13%
O=C(CCN1CCCO1)N1CCCC(N2CCN(c3ccccc3F)CC2)C1 (stereo not given) | 9% | -4 | ? | -6% | -7 | -3% | 18%
Cc1ccc(-n2c(O)c(C=NC3CCS(=O)(=O)C3)c3ccccc3c2=O)cc1 (stereo not given) | 14% | -5 | ? | 2% | -15 | ? | -21%
Cc1cccc(OCC(=O)N/N=C/c2ccc(N(C)C)cc2)c1 | -10% | 0 | 9% | 5% | 26 | 13% | -21%
CN1C(=O)c2ccccc2N(C)C1c1ccc2c(c1)OCO2 (stereo not given) | 0% | -5 | -24% | 5% | -10 | 10µM* | 0%
O=C(Nc1cccc(-c2cscn2)c1)C1CCN(Cc2ccsc2)CC1 | -6% | -1 | -16% | -5% | -4 | -27% | -32%
O=C(Cc1ccccc1F)Nc1ccc(S(=O)(=O)Nc2ncccn2)cc1 | -8% | 8 | 1% | -2% | -5 | 5% | -7%
O=[N+]([O-])/C=C/c1ccc2c(ccn2Cc2ccccc2)c1 | -25% | -2 | 2% | 1% | -7 | 15%[0.00184 µM] | -35%
C[C@@]12CCC3[C@@](CCC4[C@@]3(C)CCC[C@@]4(C)C(=O)N3CCCCC3)(CC1=O)C2 (stereo not given in full) | 2% | · | 29% | · | · | 19% | -35%
COc1ccc(-c2c(C)oc3ccc(C)cc23)cc1 | -14% | -4 | 72%[activator] | -2% | -16 | 2% | -22%
CC(Oc1ccccc1)C(=O)NNS(=O)(=O)c1ccc([N+](=O)[O-])cc1 (stereo not given) | 9% | -3 | 20% | 0% | -5 | 0% | -23%
CC(=O)N1[C@H](Cc2ccccc2)C=C[C@]1(C)C(=O)NCc1ccccn1 | 6% | -4 | 4% | 6% | -4 | 15% | -10%

Entries of single compounds from above. Values in the order: Tb PYK inh	Cycloheximide cs	Pf growth 96h	LmPK inh	Shiga inhibitor	Pf growth 48h	AmpC no deterg
`COCCCNC(=O)c1cccc(OC)c1OC` is entered as 0%	3	·	2%	8	23%	-19%
`CC1CC(C)CN(C(=O)COC(=O)C2CCN(S(=O)(=O)c3ccc4c(c3)OCCO4)CC2)C1` (stereo not given) is entered as -7%	·	?	·	·	6%	100%[activator]

The main list resumes, repeating the five entries before the break.
SMILES | Tb PYK inh | Cycloheximide cs | Pf growth 96h | LmPK inh | Shiga inhibitor | Pf growth 48h | AmpC no deterg
O=[N+]([O-])/C=C/c1ccc2c(ccn2Cc2ccccc2)c1 | -25% | -2 | 2% | 1% | -7 | 15%[0.00184 µM] | -35%
C[C@@]12CCC3[C@@](CCC4[C@@]3(C)CCC[C@@]4(C)C(=O)N3CCCCC3)(CC1=O)C2 (stereo not given in full) | 2% | · | 29% | · | · | 19% | -35%
COc1ccc(-c2c(C)oc3ccc(C)cc23)cc1 | -14% | -4 | 72%[activator] | -2% | -16 | 2% | -22%
CC(Oc1ccccc1)C(=O)NNS(=O)(=O)c1ccc([N+](=O)[O-])cc1 (stereo not given) | 9% | -3 | 20% | 0% | -5 | 0% | -23%
CC(=O)N1[C@H](Cc2ccccc2)C=C[C@]1(C)C(=O)NCc1ccccn1 | 6% | -4 | 4% | 6% | -4 | 15% | -10%
N#CCN(N=Nc1ccccc1)c1ccccc1 | -5% | 38* | 0% | 3% | 71* | 10µM* | -16%
CC(C)CC(OC(=O)c1ccco1)C(=O)NCC1CCCO1 (stereo not given) | 4% | -5 | · | 2% | 19 | 8% | -7%
CCOc1ccccc1CN(CCc1ccc2c(c1)OCO2)Cc1ccccn1 | 5% | -3 | · | 1% | -15 | · | 18%
Cc1cc(Nc2ccc(Cl)cc2)n(-c2ccccc2)n1 | -2% | 4 | -19% | 12% | 3 | · | 17%
Cc1ccc(/C=N/NC(=O)c2ccncc2)o1 | 2% | 3 | 84%[activator] | -2% | 15 | 24% | -17%
CC(C)OC(=O)C(C)Oc1ccc(C(=O)NCCc2ccccc2)cc1 (stereo not given) | 6% | 25* | 9% | 5% | 40* | 64%[activator] | -10%
COc1ccc(C(=O)Nc2ccccc2C(=O)N/N=C/c2ccc(O)c(OC)c2)cc1 | ? | -8 | 14% | ? | -22 | ? | -19%
CC(Nc1ccccc1N1CCCCC1)C(=O)N1CCc2ccccc21 (stereo not given) | -2% | 11 | ? | -1% | 24 | ? | -18%
CCn1cc(C(=O)NC2CC(C)(C)Cc3c2cnn3-c2cccc(F)c2)cn1 (stereo not given) | -4% | 7 | ? | 5% | 11 | -5% | 131%[activator]
CC(C)C(Nc1ccc(S(=O)(=O)N2CCOCC2)cc1[N+](=O)[O-])C(=O)O (stereo not given) | -3% | 1 | -1% | 3% | -16 | 9% | -2%
Cc1ccc(-c2csc(NCCn3c(-c4ccncc4)nc4ccccc43)n2)cc1 | -1% | -2 | 0% | 1% | 4 | -4% | 173%[activator]
Cc1cccc(NC2=C(Cl)C(=O)OC2OC(C)C)c1 (stereo not given) | 2% | 2 | 0% | 1% | -2 | 2% | -17%
Cc1ccc(-c2cc(C(=O)Nc3ccc(S(=O)(=O)Nc4ncccn4)cc3)c3ccccc3n2)cc1 | 34%[activator] | 1 | ? | 1% | -1 | 10% | -13%
COc1cccc(-c2nc(NC(C)(C)C)c3ccccc3n2)c1O | 5% | -2 | ? | 0% | 9 | 10µM* | 0%
CC1=NN(c2ccccc2)C(=O)C1C(=O)c1ccccc1 (stereo not given) | -3% | 7 | 42%[activator] | 3% | 10 | 20% | -18%
O=C(O)c1ccc(C2SCC(=O)N2Cc2ccccc2)cc1 (stereo not given) | 2% | -3 | 1.7µM* | 0% | -6 | -4% | -8%
Cc1ccc(C(O)P(=O)(Oc2ccccc2)Oc2ccccc2)cc1 (stereo not given) | 1% | · | 54%[activator] | · | · | ? | -21%
CCOC(=O)c1c(/N=C/c2c(O)n(-c3cccc(C)c3)c(=O)[nH]c2=O)sc2c1CCCC2 | -26% | -2 | ? | 1% | 15 | 8% | -13%
COc1ccccc1NC(=O)C(=O)/C=C(\O)c1ccccc1 | -1% | 48* | 78%[activator] | -2% | 64* | 106%[activator] | -38%
CN(C(=O)CSc1ncnc2sccc12)c1c(N)n(Cc2ccccc2)c(=O)[nH]c1=O | 5% | 1 | 42%[activator] | 7% | -10 | 22% | -10%
C=CCC1NS(=O)(=O)O[C@H](CCCC)[C@@H]1O (stereo not given in full) | -12% | -5 | -8% | 2% | -9 | 39%[activator] | -21%
CCOC(=O)C1CCCN(C(=O)c2cc3cc(OC)c(OC)cc3[nH]2)C1 (stereo not given) | -2% | 6 | 54%[activator] | 3% | 5 | 62%[activator] | 1%
COc1ccccc1-c1c(C)oc2c(CN3CCN(C)CC3)c(O)ccc2c1=O | -8% | -2 | -17% | 1% | -3 | -18% | -36%
N#Cc1ccc(OC(=O)c2cnccn2)cc1 | 8% | 1 | 3% | 6% | -1 | 3% | -8%
O=C(COC(=O)CC1SC(N2CCCC2)=NC1=O)Nc1ccc(Br)cc1 (stereo not given) | -11% | · | 80%[activator] | · | · | 59%[activator] | -1%
(cont.)
SMILES | Tb PYK inh | Cycloheximide cs | Pf growth 96h | LmPK inh | Shiga inhibitor | Pf growth 48h | AmpC no deterg
COc1cccc(CC(Cc2nc3ccccc3[nH]2)c2nc3ccccc3[nH]2)c1 (stereo not given) | -14% | 35* | ? | 4% | 30 | -25% | -22%
O=C(NCC1CCCO1)C1CC1(c1ccccc1)c1ccccc1 (stereo not given) | 0% | -2 | 24% | 0% | -14 | 2% | -7%
COc1cccc(NC(=O)CN2CCN(S(=O)(=O)c3ccc(C(C)C)cc3)CC2)c1 | -5% | -2 | 12µM* | -11% | -29 | ? | 35%
C/C(=N\NC(=O)CCCOc1ccc(Cl)cc1C)c1ccc(C)o1 | -4% | 1 | ? | -1% | 1 | -6% | 10%
O=C(Nc1ccc(-n2ccc(C(F)(F)F)n2)cc1)c1cccs1 | -4% | 45* | ? | 0% | 117* | ? | -31%
CCOC(=O)c1ccc(N2C(=O)CC(Nc3ccc(O)cc3)C2=O)cc1 (stereo not given) | -14% | -3 | 0% | 6% | 5 | ? | -16%
COc1ccc(Cl)cc1NC(=O)Nn1cnnc1 | -5% | -3 | ? | 0% | -18 | · | -7%
COc1ccccc1/C=C/C=N/n1c(-c2n[nH]c3c2CCC3)n[nH]c1=S | ? | -1 | ? | -3% | 9 | ? | -37%
CCOc1ccc2c(c1)c(N=O)c(O)n2C | -6% | -1 | ? | -2% | -5 | 1% | -16%
Cc1nn(S(=O)(=O)c2cccs2)c(C)c1Sc1ccccc1 | · | 12 | ? | -5% | 11 | -15% | -20%
Cc1cc([N+](=O)[O-])nn1CC(=O)NC(C)c1ccccc1 (stereo not given) | -21% | -4 | ? | -6% | -10 | 12% | 45%
